hK5 inh = blocks human kallikrein 5 protease activity | recombinant hK5, fluorogenic AMC substrate cleavage | inhibition, % at 5 µM | 210,000 compounds, 0.59% hits | AID 873;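 active means inhibition of 40% or more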;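 further: 0% = enzyme controls without compound and 100% = no-enzyme blanks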
Target sequence (Q9Y337 67-293 limits assumed): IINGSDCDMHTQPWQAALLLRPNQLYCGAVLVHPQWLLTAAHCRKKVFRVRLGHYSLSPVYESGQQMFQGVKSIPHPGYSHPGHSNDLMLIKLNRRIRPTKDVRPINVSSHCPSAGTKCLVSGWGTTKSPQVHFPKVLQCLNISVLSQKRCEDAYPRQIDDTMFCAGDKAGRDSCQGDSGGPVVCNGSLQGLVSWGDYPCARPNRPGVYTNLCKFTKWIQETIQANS
Cl transport mod = KCC2 (human) Cl- transport modulation. Q9H2X9. KCC2 cells, thallium flux FluoZin-2 fluorescence. B-score of Tl+ flux slope (higher = more flux/activation; lower = inhibition) at 10 µM. 190,000 compounds, 2.2% hits;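 active means thallium flux slope and its plate-corrected score both differing from the plate sample mean at a set confidence after two filtering rounds, in either direction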;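 further: slope of fluorescence scaled to starting intensity during 10 to 20 s after thallium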
p97 inhibitor = inhibitors of human p97 ATPase; inhibition, % at 8 µM; AID 1481; 220,000 compounds, 0.42% hits; P55072; recombinant p97 ATPase, Kinase-Glo ATP luminescence, 3 h; in the data active means inhibition above about 15%;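 further: 0% = DMSO vehicle and 100% = wells lacking enzyme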
FXIIa inh 1536 = inhibitors of human coagulation factor XIIa; 220,000 compounds, 0.3% hits; P00748; purified FXIIa, Boc-QGR-AMC fluorogenic substrate, 2 h; AID 800; inhibition, % at 5 µM; in the data active means inhibition above about 40%;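 further: 0% = enzyme with no compound and 100% = blank without enzyme; many of its hits are not listed in these tables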
Wee1 degr inh = inhibitors of human Wee1 degradation | HeLa Luc-Wee1K328M stability, luciferase luminescence; 100% = proteasome inhibitor MG132 effect | reporter increase, % at 5 µM | 220,000 compounds, 1.2% hits;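 active means activation above the mean of all tested compounds plus 3 SD, set per screening run, cut at about 8.8% in these data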;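 further: cells exposed to compound for 20 h before luminescence read; 0% = DMSO alone and 100% = MG132 at 30 µM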
Furin inhibitor = inhibitors of human furin | 220,000 compounds, 0.061% hits | inhibition, % at 30 µM | purified furin, fluorogenic substrate cleavage | P09958 | AID 463115; in the data active means inhibition above about 25%; further: inactives centre near -15
PERK inh = inhibitors of human PERK kinase; 220,000 compounds, 0.17% hits; inhibition, % at 5.6 µM; AID 1416; CHO PERK-DD fusion, SEAP luminescence translation reporter; Q9NZJ5;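 active means inhibition above the mean inhibition of all tested compounds plus 3 SD, set separately per screening campaign, cut at about 2.9% in these data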;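 further: PERK kinase domain activated by AP20187 dimerizer at 100 nM; 0% = DMSO with dimerizer and 100% = rapamycin at 8.4 µM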
FXIa inh 1536 = inhibitors of human coagulation factor XIa; P03951; purified FXIa, Boc-Glu-Ala-Arg-AMC fluorogenic substrate; inhibition, % at 5 µM; 220,000 compounds, 0.14% hits;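 active means inhibition of at least 40%; inactive means inhibition below 40%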;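 further: fluorescence of freed AMC excited at 355 nm; 0% = enzyme without compound and 100% = no enzyme blank; many of its hits are not listed in these tables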
Target sequence (P03951 19-387 limits assumed): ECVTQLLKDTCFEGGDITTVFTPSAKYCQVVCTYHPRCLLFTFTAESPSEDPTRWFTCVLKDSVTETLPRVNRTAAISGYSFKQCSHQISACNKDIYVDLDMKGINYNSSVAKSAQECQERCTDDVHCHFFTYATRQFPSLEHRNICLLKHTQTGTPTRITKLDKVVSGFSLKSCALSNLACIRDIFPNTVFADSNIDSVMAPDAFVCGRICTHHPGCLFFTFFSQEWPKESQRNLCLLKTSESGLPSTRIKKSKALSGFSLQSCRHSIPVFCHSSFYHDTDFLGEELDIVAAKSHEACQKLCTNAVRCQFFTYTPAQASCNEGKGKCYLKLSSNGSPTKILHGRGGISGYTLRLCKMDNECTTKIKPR
Target sequence (P03951 388-625 limits assumed): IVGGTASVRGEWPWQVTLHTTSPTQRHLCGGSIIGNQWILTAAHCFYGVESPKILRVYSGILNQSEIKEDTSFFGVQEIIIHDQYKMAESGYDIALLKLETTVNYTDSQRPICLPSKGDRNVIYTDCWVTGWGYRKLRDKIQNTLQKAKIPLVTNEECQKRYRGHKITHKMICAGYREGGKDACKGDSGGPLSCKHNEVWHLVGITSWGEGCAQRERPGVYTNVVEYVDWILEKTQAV
thrombin 1536 = thrombin (human) inhibition; P00734; alpha-thrombin, Boc-VPR-AMC fluorogenic substrate cleavage; 220,000 compounds, 0.26% hits; inhibition, % at 5 µM;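 active means inhibition at or above 40%; inactive means inhibition below 40%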;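 further: 0% = enzyme with no compound and 100% = wells without enzyme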
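Material: human alpha-thrombin protein. Incubation: reaction at ambient temperature. Technique: fluorescence of released AMC, ex 355 nm, em 460 nm. Control set: no-compound enzyme wells and no-enzyme blanks. Also added: Boc-VPR-AMC substrate, 15 µM final. Buffer or medium: pH 7.5 Tris (50 mM) with NaCl 150 mM, Tween 20 0.05%.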
Active calls of the source: *; [ ] = another dose, or the depositor's remark.

Results for CCOc1ccc(NC(=O)C(C)Oc2ccccc2C(=O)Nc2cccc(Cl)c2Cl)cc1 (centres undefined) ?
hK5 inh: 12; Cl transport mod: 0.11; p97 inhibitor: -4; FXIIa inh 1536: 13; Wee1 degr inh: 1; Furin inhibitor: -7; PERK inh: 1.6; FXIa inh 1536: -7; thrombin 1536: 1

What do the screens show for `CN1C(=O)c2ccc(NC(=O)c3cccc(N4C(=O)CCC4=O)c3)cc2C1=O`?
hK5 inh: 0; Cl transport mod: -0.65; p97 inhibitor: -1; FXIIa inh 1536: 3; Wee1 degr inh: 1; Furin inhibitor: -8; PERK inh: 0.3; FXIa inh 1536: -5; thrombin 1536: -11

What do the screens show for `C/C(=N\N1CCN(C2c3ccccc3-c3ccccc32)CC1)c1ccncc1`?
hK5 inh: -4; Cl transport mod: 0.38; p97 inhibitor: 0; FXIIa inh 1536: 16; Wee1 degr inh: 0; Furin inhibitor: -20; PERK inh: 0.1; FXIa inh 1536: 2; thrombin 1536: 1

Results for CCCCn1c(SCC(=O)Nc2nccs2)nc2ccccc2c1=O ?
hK5 inh: -4; p97 inhibitor: -2; FXIIa inh 1536: 8; Wee1 degr inh: -2; Furin inhibitor: -18[20 µM]; PERK inh: -0.7; FXIa inh 1536: 3; thrombin 1536: 0

Results for O=C(Cc1cccc2ccccc12)NCC1CCCO1 (centres undefined) ?
hK5 inh: -5; p97 inhibitor: -3; FXIIa inh 1536: 9; Wee1 degr inh: -1; Furin inhibitor: -4[20 µM]; PERK inh: 0.2; FXIa inh 1536: 0; thrombin 1536: 3

How did CCCCCc1ccc(CC(=O)O)cc1 do in these assays?
hK5 inh: -7; p97 inhibitor: 2; FXIIa inh 1536: 16; Wee1 degr inh: 0; Furin inhibitor: -4; PERK inh: 1.4; FXIa inh 1536: 2; thrombin 1536: 1

Results for Cc1cc(NC(=O)c2noc3c2CCCC3)no1 ?
hK5 inh: -22; Cl transport mod: 0.08; p97 inhibitor: -4; FXIIa inh 1536: 6; Wee1 degr inh: -1; Furin inhibitor: -17; PERK inh: -1.2; FXIa inh 1536: -4; thrombin 1536: -4

What do the screens show for `COc1ccc(O)c(/C=N/NC(=O)c2c(C)nnn2-c2nonc2N)c1`?
hK5 inh: -4; Cl transport mod: 0.0086; p97 inhibitor: 6; FXIIa inh 1536: 2; Wee1 degr inh: -3; Furin inhibitor: -22; PERK inh: 1.2; FXIa inh 1536: -3; thrombin 1536: 0

How did COCCCNC(=O)c1c[nH]c2ccc(S(=O)(=O)N3CCc4ccccc43)cc2c1=O do in these assays?
Cl transport mod: -1.1; p97 inhibitor: 0; FXIIa inh 1536: 12; Wee1 degr inh: 3; Furin inhibitor: -11; PERK inh: 0.1; FXIa inh 1536: 0; thrombin 1536: -1

How did COc1ccc(C(C)(C)C)cc1NC(=S)NCCN1CCOCC1 do in these assays?
hK5 inh: -5; Cl transport mod: 0.22; p97 inhibitor: 3; FXIIa inh 1536: 7; Wee1 degr inh: 1; Furin inhibitor: -16; PERK inh: 0.6; FXIa inh 1536: 7; thrombin 1536: 1

Results for Cc1ccc2c(c1)NC(=O)C(CC(=O)O)O2 (centres undefined) ?
hK5 inh: -1; Cl transport mod: 0.0022; p97 inhibitor: 9; FXIIa inh 1536: 13; Wee1 degr inh: 3; Furin inhibitor: -20; PERK inh: 0.9; FXIa inh 1536: 3; thrombin 1536: -3

Results for CCSc1ccccc1C(=O)Nc1ccc(S(=O)(=O)NC(C)=O)cc1 ?
hK5 inh: 24; Cl transport mod: 3.2; p97 inhibitor: -3; FXIIa inh 1536: 27; Wee1 degr inh: -3; Furin inhibitor: -8; PERK inh: 0.3; FXIa inh 1536: 31; thrombin 1536: 15

How did CCCC(=O)Nc1nc(C)c(C(C)=O)s1 do in these assays?
hK5 inh: -9; Cl transport mod: -0.096; p97 inhibitor: 3; FXIIa inh 1536: 5; Wee1 degr inh: -2; Furin inhibitor: -20; PERK inh: -0.1; FXIa inh 1536: 5; thrombin 1536: -2

Results for CCOc1ccc(/C=N/NC(=O)Cc2csc(Nc3cccc(C(F)(F)F)c3)n2)cc1 ?
hK5 inh: -5; Cl transport mod: 0.3; p97 inhibitor: 5; FXIIa inh 1536: 2; Wee1 degr inh: 1; Furin inhibitor: -21[20 µM]; PERK inh: -0.6; FXIa inh 1536: -2; thrombin 1536: -4

What do the screens show for `COC(=O)c1ccc(COC(=O)c2ccc(CS(=O)(=O)c3ccc(C)cc3)cc2)cc1`?
hK5 inh: -5; Cl transport mod: 0.4; p97 inhibitor: -2; FXIIa inh 1536: 12; Wee1 degr inh: 2; Furin inhibitor: -3[20 µM]; PERK inh: 0.8; FXIa inh 1536: 7; thrombin 1536: 0

Results for CCS(=O)(=O)N1CCN(C2CCC(c3ccccc3)CC2)CC1 (centres undefined) ?
hK5 inh: -2; Cl transport mod: 0.047; p97 inhibitor: -1; FXIIa inh 1536: -10; Wee1 degr inh: 1; Furin inhibitor: -18; PERK inh: 0.1; FXIa inh 1536: 1; thrombin 1536: -8

Results for C/C(=N\NC(=S)NC1CCCCC1)c1ccc(Cl)c(Cl)c1 ?
hK5 inh: 3; Cl transport mod: 0.28; p97 inhibitor: -7; FXIIa inh 1536: 4; Wee1 degr inh: -1; Furin inhibitor: -11; PERK inh: 0.5; FXIa inh 1536: -2; thrombin 1536: -5

What do the screens show for `Cc1ccc(NCc2nc3ccccc3n2C)cc1`?
hK5 inh: -1; Cl transport mod: -1.4; p97 inhibitor: -2; FXIIa inh 1536: -3; Wee1 degr inh: 5; Furin inhibitor: -22[20 µM]; PERK inh: 0.5; FXIa inh 1536: -6; thrombin 1536: -12

What do the screens show for `Cc1cc(C(=O)OCC(=O)c2ccc3c(c2)NC(=O)CO3)c2ccccc2n1`?
hK5 inh: 16; Cl transport mod: -0.54; p97 inhibitor: 1; FXIIa inh 1536: 17; Wee1 degr inh: -1; Furin inhibitor: -18[20 µM]; PERK inh: -1.1; FXIa inh 1536: 5; thrombin 1536: 4

Results for CCOC(=O)Cn1ccc(-c2ccccc2)c(C#N)c1=O ?
hK5 inh: -7; Cl transport mod: -1.6; p97 inhibitor: 2; FXIIa inh 1536: 8; Wee1 degr inh: 5; Furin inhibitor: -8; PERK inh: 0.2; FXIa inh 1536: -1; thrombin 1536: 0

Results for CCN1C(=O)CC(c2ccco2)Sc2ccccc21 (centres undefined) ?
hK5 inh: -2; Cl transport mod: -0.2; p97 inhibitor: -3; FXIIa inh 1536: 18; Wee1 degr inh: -1; Furin inhibitor: -9; PERK inh: 0.2; FXIa inh 1536: 6; thrombin 1536: -1

What do the screens show for `COc1ccc(CCN2C(=O)CSC2=Nc2ccc(C(C)C)cc2)cc1OC`?
hK5 inh: 1; Cl transport mod: 1.7; p97 inhibitor: -4; FXIIa inh 1536: 5; Wee1 degr inh: -3; Furin inhibitor: -25; PERK inh: 0.0; FXIa inh 1536: 12; thrombin 1536: -1

Results for Cc1ccc(S(=O)(=O)Oc2ccccc2/C=N/NC(N)=S)cc1 ?
hK5 inh: 14; Cl transport mod: 0.7; p97 inhibitor: -2; FXIIa inh 1536: 16; Wee1 degr inh: 6; Furin inhibitor: -16[20 µM]; PERK inh: -1.5; FXIa inh 1536: 9; thrombin 1536: 8

What do the screens show for `COc1ccccc1NC(=O)C1(C)Cc2ccccc2C(=O)O1` (centres undefined)?
hK5 inh: 0; Cl transport mod: -0.75; p97 inhibitor: 0; FXIIa inh 1536: 21; Wee1 degr inh: 0; Furin inhibitor: -24; PERK inh: -0.4; FXIa inh 1536: 9; thrombin 1536: -3

What do the screens show for `CC(=O)Nc1ccc(C(=O)OCC(=O)Nc2ccc([N+](=O)[O-])cc2C(F)(F)F)cc1`?
hK5 inh: -24; Cl transport mod: -0.68; p97 inhibitor: 4; FXIIa inh 1536: 3; Wee1 degr inh: -1; Furin inhibitor: -5; PERK inh: 0.3; FXIa inh 1536: -4; thrombin 1536: -7

How did OCCC1CN(Cc2cccn2-c2ncccn2)CCN1CCc1ccccc1 (centres undefined) do in these assays?
p97 inhibitor: 2; FXIIa inh 1536: 8; Wee1 degr inh: -3; Furin inhibitor: -22; PERK inh: 1.5; FXIa inh 1536: 0; thrombin 1536: -7

Results for Nc1nonc1NN=C1CCCCC1 ?
hK5 inh: -2; Cl transport mod: -0.54; p97 inhibitor: -1; FXIIa inh 1536: 4; Wee1 degr inh: -1; Furin inhibitor: -8; PERK inh: 1.7; FXIa inh 1536: 1; thrombin 1536: -3

What do the screens show for `c1ccc(Cn2nnc(CNc3ccccc3)c2-c2c(CNc3ccccc3)nnn2Cc2ccccc2)cc1`?
hK5 inh: -5; Cl transport mod: -1.5; FXIIa inh 1536: 1; Furin inhibitor: -24; FXIa inh 1536: -6; thrombin 1536: -8

Results for CCn1c(C(=O)NCCCN2CCc3ccccc3C2)cc2sccc21 ?
hK5 inh: -9; Cl transport mod: -1.1; p97 inhibitor: 3; FXIIa inh 1536: 31; Wee1 degr inh: 3; Furin inhibitor: -12; PERK inh: 0.1; FXIa inh 1536: 7; thrombin 1536: 1

What do the screens show for `O=C(Cn1cnc2c(nnn2Cc2ccccc2F)c1=O)NCC1CCCO1` (centres undefined)?
hK5 inh: -3; Cl transport mod: 0.28; p97 inhibitor: 4; FXIIa inh 1536: 18; Wee1 degr inh: -1; Furin inhibitor: -12[20 µM]; PERK inh: 1.6; FXIa inh 1536: 12; thrombin 1536: 2

Three records picked at random from the list so far, as already listed:
Results for CCN1C(=O)CC(c2ccco2)Sc2ccccc21 (centres undefined) ?
hK5 inh: -2; Cl transport mod: -0.2; p97 inhibitor: -3; FXIIa inh 1536: 18; Wee1 degr inh: -1; Furin inhibitor: -9; PERK inh: 0.2; FXIa inh 1536: 6; thrombin 1536: -1

What do the screens show for `Cc1cc(C(=O)OCC(=O)c2ccc3c(c2)NC(=O)CO3)c2ccccc2n1`?
hK5 inh: 16; Cl transport mod: -0.54; p97 inhibitor: 1; FXIIa inh 1536: 17; Wee1 degr inh: -1; Furin inhibitor: -18[20 µM]; PERK inh: -1.1; FXIa inh 1536: 5; thrombin 1536: 4

What do the screens show for `COc1ccccc1NC(=O)C1(C)Cc2ccccc2C(=O)O1` (centres undefined)?
hK5 inh: 0; Cl transport mod: -0.75; p97 inhibitor: 0; FXIIa inh 1536: 21; Wee1 degr inh: 0; Furin inhibitor: -24; PERK inh: -0.4; FXIa inh 1536: 9; thrombin 1536: -3

Next section
What do the screens show for `Cc1ccc(NC(=O)C2C3CCCC2C3c2ccccc2)c(C)c1` (centres undefined)?
hK5 inh: -1; Cl transport mod: -0.79; p97 inhibitor: 0; FXIIa inh 1536: 0; Wee1 degr inh: 2; Furin inhibitor: 0; PERK inh: -1.2; FXIa inh 1536: 4; thrombin 1536: 5

What do the screens show for `COC(=O)Cn1ncn2cccc2c1=O`?
hK5 inh: -28; Cl transport mod: -0.43; p97 inhibitor: 1; FXIIa inh 1536: 7; Wee1 degr inh: 1; Furin inhibitor: 0[20 µM]; PERK inh: 1.0; FXIa inh 1536: -3; thrombin 1536: -4

Results for Cc1ccc(S(=O)(=O)Oc2ccc(C(c3c(C)[nH][nH]c3=O)c3c(C)[nH][nH]c3=O)cc2)cc1 ?
hK5 inh: -186; p97 inhibitor: -4; FXIIa inh 1536: -3; Wee1 degr inh: -1; Furin inhibitor: -4[20 µM]; PERK inh: -1.4; FXIa inh 1536: -3; thrombin 1536: 1

Results for FC(F)(F)c1ccnc(Oc2ccc(C3=NCCS3)cc2)c1 ?
hK5 inh: -7; Cl transport mod: -0.15; p97 inhibitor: 3; FXIIa inh 1536: 9; Wee1 degr inh: -3; Furin inhibitor: -16; PERK inh: -0.1; FXIa inh 1536: -4; thrombin 1536: 4

Bioassay records deposited in PubChem by several laboratories.
